Bioassay records from PubChem BioAssay.
U2OS ROS induce: inducers of reactive oxygen species in cancer cells | ROS induction (% of piperlongumine), % at 10 µM | U2OS ROS induction, H2DCF-DA fluorescence | 46,000 tested, 2% active; in the data active = ROS induction above about 79%, passing the limit was not always enough;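 note: 0% = DMSO vehicle median and 100% = reference compound median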
Active calls of the source: *. Only part of the results is shown; the hit share may differ from the screen's.

Compound	U2OS ROS induce
COc1ccc(NC(=O)N(C)C[C@H]2Oc3c(NC(=O)c4ccc(-c5nccs5)cc4)cccc3C(=O)N([C@@H](C)CO)C[C@@H]2C)cc1	-7
C[C@H]1CN([C@@H](C)CO)C(=O)c2cccc(NC(=O)c3ccncc3)c2O[C@@H]1CN(C)Cc1ccc(Oc2ccccc2)cc1	72
COc1ccc(CN(C)C[C@@H]2Oc3c(NC(=O)Nc4ccc(F)cc4)cccc3C(=O)N([C@H](C)CO)C[C@@H]2C)cc1	14
CC1=NN(c2ccccc2)C(=O)C1/C=C1\SC(=S)N(CC2CCCO2)C1=O (stereo unspecified)	37
C[C@H](CO)N1C[C@H](C)[C@@H](CN(C)C(=O)Nc2cccc3ccccc23)Oc2ccc(NC(=O)Cc3cn(C)c4ccccc34)cc2C1=O	4
Clc1ccc(-c2nc3sccn3c2/C=N/OCc2ccc(Cl)c(Cl)c2)cc1	6
C[C@H]1CN([C@@H](C)CO)C(=O)CCCn2nncc2CO[C@H]1CN(C)Cc1ccc(O)cc1	-12
CCOC(=O)c1oc2ccccc2c1CO	-23
COC(=O)c1ccc(NC(=O)C2C3CCC(C3)C2C(=O)O)cc1 (stereo unspecified)	1
CCNC(=O)c1c(-c2ccccc2)noc1C	-2
CCOC(=O)C1C2C=CC3(O2)C1C(=O)N(Cc1ccccc1)C3C(=O)NCc1ccccc1 (stereo unspecified)	47
C[C@@H]1CN([C@H](C)CO)C(=O)c2cccc(NS(=O)(=O)c3cccs3)c2O[C@H]1CN(C)C(=O)Nc1cccc2ccccc12	-9
C[C@H](CO)N1C[C@H](C)[C@H](CN(C)C)Oc2ccc(NC(=O)Cc3cn(C)c4ccccc34)cc2C1=O	17
O=C(/C=C/c1ccc(O)cc1)NCC(O)c1ccc(O)cc1 (stereo unspecified)	-2
O=C(CCNc1ccc(Oc2ccccc2)cc1)c1ccco1	49

Compound	U2OS ROS induce
COc1ccc(S(=O)(=O)N(C)C[C@H]2Oc3ccc(NC(=O)CCN4CCOCC4)cc3CC(=O)N([C@@H](C)CO)C[C@H]2C)cc1	4
Cc1noc(C)c1S(=O)(=O)Nc1ccc2c(c1)CC(=O)N([C@@H](C)CO)C[C@H](C)[C@@H](CN(C)Cc1ccccc1)O2	21
Cc1nc(SCCCSc2n[nH]c(C)n2)n[nH]1	31
COc1ccc([Si](C)(C)[C@@H]2[C@@H](CCO)O[C@]3(C(=O)N(c4ccccc4)c4ccccc43)[C@H]2C)cc1	25
COC(=O)CNC(=O)c1cc(-c2ccncc2)nc2ccc(C)cc12	-3
CCCC1=NN(c2nc3ccccc3s2)C(=O)/C1=C/N(C)C	-20
CCc1ccc(NC(=O)c2ccc3c(Cl)c4c(nc3c2)CCC4)cc1	40
Cc1noc(C)c1NC(=O)N(C)C[C@@H]1Oc2ccc(NC(=O)Cc3cn(C)c4ccccc34)cc2C(=O)N([C@@H](C)CO)C[C@@H]1C	-12
OC(Cc1ccccc1)(c1ccccc1)c1ccccc1NC(=S)NC1CC2C=CC1C2 (stereo unspecified)	-10
C[C@@H]1CN([C@H](C)CO)C(=O)c2cc(NC(=O)Nc3ccc4c(c3)OCO4)ccc2O[C@H]1CN(C)S(=O)(=O)c1cccs1	-8
COc1ccc(-c2nc3ccccc3s2)cc1NC(=O)COc1ccc(C(C)C)cc1	-4
C[C@@H]1CN([C@@H](C)CO)C(=O)c2cccc(NC(=O)Nc3ccc(F)cc3)c2O[C@@H]1CN(C)Cc1ccccc1	9
Cc1ccc(S(=O)(=O)N(C)C[C@H]2Oc3ccc(NC(=O)C4CC4)cc3C(=O)N([C@H](C)CO)C[C@H]2C)cc1	-9
C[C@@H]1CN([C@H](C)CO)C(=O)Cc2cc(NS(C)(=O)=O)ccc2O[C@H]1CN(C)Cc1ccc(-c2ccccc2)cc1	39
COc1cc(NS(=O)(=O)c2ccc(NC(=O)C34CC5CC(CC(C5)C3)C4)cc2)ncn1	4

Compound	U2OS ROS induce
O=C(CN(C1CCCCC1)S(=O)(=O)c1ccc(Cl)cc1)Nc1ccccc1F	1
C[C@H]1CN([C@@H](C)CO)C(=O)c2cc(NC(=O)Nc3ccc4c(c3)OCO4)ccc2O[C@@H]1CN(C)Cc1ccc(C(=O)O)cc1	-4
C[C@@H]1CN([C@H](C)CO)C(=O)c2cc(NC(=O)CCN3CCOCC3)ccc2O[C@H]1CN(C)S(=O)(=O)c1cn(C)cn1	-8
Cc1ccc(CSCCC(=O)NC2CCCC(C)C2C)cc1 (stereo unspecified)	6
C[C@H](CO)N1C[C@H](C)[C@@H](CN(C)Cc2ccc(C(=O)O)cc2)Oc2ccc(NS(=O)(=O)c3ccccc3)cc2C1=O	3
CCOc1ccc(C(=O)c2ccc(O)c(O)c2O)cc1	-5
NC(=O)c1ccccc1NC(=O)Cc1ccccc1	-7
C[C@H]1CN([C@@H](C)CO)C(=O)Cc2cc(NC(=O)Nc3ccc4c(c3)OCO4)ccc2O[C@H]1CN(C)S(C)(=O)=O	15
O=C(CSc1nnc(-c2ccccc2)n1-c1ccccc1)N1CCOCC1	2
C[C@H](CO)N1C[C@H](C)[C@H](CN(C)S(=O)(=O)c2cccc(F)c2)Oc2ncc(Br)cc2C1=O	4
COc1cc(/C=C/C=O)cc(OC)c1O	5
Cc1ccc(S(=O)(=O)N(C)C[C@H]2Oc3c(NC(=O)C4CCCCC4)cccc3C(=O)N([C@H](C)CO)C[C@H]2C)cc1	-6
CCC(=O)O[C@@H]1CC(=O)O[C@H](C)C/C=C\C=C\[C@@H](O)[C@H](C)C[C@H](CC=O)[C@H](OC2O[C@H](C)[C@@H](O[C@H]3C[C@@](C)(O)[C@@H](OC(=O)CC)[C@H](C)O3)[C@H](N(C)C)[C@H]2O)[C@H]1OC (stereo partly specified)	25
C[C@H](CO)N1C[C@H](C)[C@H](CN(C)S(=O)(=O)c2ccc(F)cc2)Oc2ncc(-c3cc4ccccc4o3)cc2C1=O	33
Cc1noc(C)c1NC(=O)Nc1ccc2c(c1)CC(=O)N([C@@H](C)CO)C[C@H](C)[C@H](CN(C)S(=O)(=O)c1c(C)noc1C)O2	24

The closing 5 compounds of the section before lead into the next.
Compound	U2OS ROS induce
COc1cc(/C=C/C=O)cc(OC)c1O	5
Cc1ccc(S(=O)(=O)N(C)C[C@H]2Oc3c(NC(=O)C4CCCCC4)cccc3C(=O)N([C@H](C)CO)C[C@H]2C)cc1	-6
CCC(=O)O[C@@H]1CC(=O)O[C@H](C)C/C=C\C=C\[C@@H](O)[C@H](C)C[C@H](CC=O)[C@H](OC2O[C@H](C)[C@@H](O[C@H]3C[C@@](C)(O)[C@@H](OC(=O)CC)[C@H](C)O3)[C@H](N(C)C)[C@H]2O)[C@H]1OC (stereo partly specified)	25
C[C@H](CO)N1C[C@H](C)[C@H](CN(C)S(=O)(=O)c2ccc(F)cc2)Oc2ncc(-c3cc4ccccc4o3)cc2C1=O	33
Cc1noc(C)c1NC(=O)Nc1ccc2c(c1)CC(=O)N([C@@H](C)CO)C[C@H](C)[C@H](CN(C)S(=O)(=O)c1c(C)noc1C)O2	24
C[C@H]1CN([C@@H](C)CO)C(=O)c2cc(NS(=O)(=O)c3cccs3)ccc2O[C@@H]1CN(C)Cc1ccc(-c2ccccc2)cc1	61
C[C@H](CO)N1C[C@H](C)[C@H](CN(C)S(=O)(=O)c2cccc(F)c2)Oc2ncc(C#CC(C)(C)O)cc2C1=O	2
CN(C)/C=C/C=C1\N=C(c2ccccc2)OC1=O	6
Cc1[nH]c2ccccc2c1C(=O)CSC(=S)N(C)C1CCCCC1	-12
C[C@@H]1CN([C@H](C)CO)C(=O)Cc2cc(NC(=O)Cc3ccccc3)ccc2O[C@H]1CN(C)C(=O)Nc1ccc2c(c1)OCO2	-8
Cc1ccc(NC(=O)CSc2nnc(-c3ccncc3)n2-c2ccc(Cl)cc2)cc1F	7
COCCOC(=O)N1C(=O)[C@@]2(c3cc(C#CC4=CCCCC4)ccc31)[C@H](C(N)=O)[C@H]1C(=O)O[C@H](c3ccccc3)[C@H](c3ccccc3)N1[C@@H]2c1ccc(O)cc1	6
COCCNC(=O)c1c(NC(=O)c2ccccc2C)sc2c1CCCC2	74
C[C@@H]1CN([C@H](C)CO)C(=O)c2cccc(NC(=O)c3cnccn3)c2O[C@@H]1CN(C)C(=O)Nc1ccccc1	3
Cn1c(SCC(=O)Nc2ccc(Br)c(Cl)c2)nnc1-c1ccccc1F	-15
N#Cc1ccc(CSc2nc3ncccc3c(=O)n2Cc2ccccc2)cc1	14
CN1C2CCC1CC(OC(=O)c1c[nH]c3ccccc13)C2 (stereo unspecified)	10
NS(=O)(=O)c1cc2c(cc1Cl)NCNS2(=O)=O	-3
COc1ccc(OC)c(NC(=O)c2cnn(-c3ccccc3Cl)c2NC(=O)c2ccco2)c1	0
CCS(=O)(=O)CCSc1nc(C)c(C(=O)Nc2ccccc2)c(-c2ccccc2)c1C#N	3

Compound	U2OS ROS induce
Cc1cc(C)c(OCC(=O)Nc2ccc3oc(-c4cncc(Br)c4)nc3c2)c(Cl)c1	2
COc1ccc(NC(=O)Nc2ccc3c(c2)C(=O)N([C@H](C)CO)C[C@H](C)[C@H](CN(C)C(=O)NC2CCCCC2)OCCCC[C@@H](C)O3)cc1	0
O=c1nc(NC2CCCC2)ccn1Cc1cccc(Br)c1	-16
O=C(/C=C/N1CCOCC1)c1ccc(Cl)cc1	-13
C[C@H]1CN([C@@H](C)CO)C(=O)c2cccc(NC(=O)c3nc4ccccc4s3)c2O[C@@H]1CN(C)C(=O)Nc1ccccc1	-1
O=C(NO)c1cccc(C(=O)N/N=C/c2cccnc2Br)c1	-9
O=C(CCc1nc(-c2ccccc2)no1)Nc1ccc([N+](=O)[O-])cc1	53
CC(C)NCC(O)COc1cccc2ccccc12 (stereo unspecified)	-14
COc1ccc(C)cc1S(=O)(=O)N(C)CC(=O)N1CCN(c2ccccc2)CC1	-11
Cc1noc(C)c1NC(=O)Nc1ccc2c(c1)C(=O)N([C@H](C)CO)C[C@@H](C)[C@H](CN(C)Cc1ccc(Oc3ccccc3)cc1)O2	-7
C[C@@H]1CN([C@H](C)CO)C(=O)c2cc(NC(=O)Nc3ccccc3)ccc2O[C@@H]1CN(C)S(=O)(=O)c1ccc(F)cc1	-2
O=C1C(=O)N(CCCN2CCOCC2)C(c2cccs2)C1C(=O)c1ccccc1 (stereo unspecified)	-9
Cc1ccc2nc(-c3cccc4ccccc34)[nH]c2c1	5
CS(=O)(=O)N(CC(=O)NC1CC1)c1ccc(Cl)c(C(F)(F)F)c1	-5
CS(=O)(=O)N(CC(=O)Nc1cccc([N+](=O)[O-])c1)c1cc(Cl)c(Cl)cc1Cl	7

Compound	U2OS ROS induce
CCN(CC)S(=O)(=O)c1ccc(-c2csc(=Nc3ccc(C)cc3)n2C)cc1	5
Cc1ccc(-n2c(SCC(=O)Nc3ccccc3F)nnc2-c2ccccc2)cc1C	6
N#Cc1cc2c(nc1SCCS(=O)(=O)Cc1ccc(Cl)cc1)CCCC2	53
C[C@@H]1CCCCO[C@H](CN(C)C(=O)Nc2ccc(F)cc2)[C@@H](C)CN([C@H](C)CO)C(=O)c2cc(NS(=O)(=O)c3ccc(F)cc3)ccc2O1	15
O=C(Nc1ccc(I)cc1C(=O)NCCN1CCOCC1)c1ccccc1Cl	7
C[C@H]1CN([C@@H](C)CO)C(=O)c2cccc(NC(=O)Nc3ccccc3)c2O[C@@H]1CN(C)CC1CC1	-4
COc1ccc(NC(=O)N(C)C[C@H]2OCc3cn(nn3)CCCC(=O)N([C@H](C)CO)C[C@H]2C)c(OC)c1	-10
COc1ccc(-c2nc(C)c(CCNC(=O)c3cccc(C(F)(F)F)c3)s2)cc1	5
Cc1nn(CCCC(=O)N2CCCC2)c(=O)c2c1sc1ccccc12	8
CC(C)OC(=O)CSc1nnc(-c2ccccc2)o1	4
C[C@H]1CN([C@@H](C)CO)C(=O)c2cc(NS(=O)(=O)c3cccs3)ccc2O[C@H]1CN(C)Cc1ccc2c(c1)OCO2	4
CC(C)NC(=O)N(C)C[C@@H]1Oc2ccc(NS(=O)(=O)c3ccc(F)cc3)cc2C(=O)N([C@H](C)CO)C[C@H]1C	-5
C=CCC(c1cc(Cl)ccc1N)S(=O)(=O)c1ccc(C)cc1 (stereo unspecified)	7
C[C@H]1CN([C@@H](C)CO)C(=O)Cc2cc(N(C)C)ccc2O[C@H]1CN(C)Cc1ccc(Oc2ccccc2)cc1	18
COc1ccc(C(=O)CSc2nnc(CC(C)O)n2C)cc1 (stereo unspecified)	-5

Grouped by structure: the entries above containing a furan ring, fused or not (four)
Compound	U2OS ROS induce
CCOC(=O)c1oc2ccccc2c1CO	-23
O=C(CCNc1ccc(Oc2ccccc2)cc1)c1ccco1	49
C[C@H](CO)N1C[C@H](C)[C@H](CN(C)S(=O)(=O)c2ccc(F)cc2)Oc2ncc(-c3cc4ccccc4o3)cc2C1=O	33
COc1ccc(OC)c(NC(=O)c2cnn(-c3ccccc3Cl)c2NC(=O)c2ccco2)c1	0

Following part
Compound	U2OS ROS induce
CC(C)NC(=O)Nc1ccc2c(c1)C(=O)N([C@H](C)CO)C[C@H](C)[C@H](CN(C)CC1CC1)O2	-4
COc1ccc(NC(=O)N(C)C[C@H]2Oc3c(NS(C)(=O)=O)cccc3C(=O)N([C@@H](C)CO)C[C@H]2C)cc1	-12
C[C@@H]1CN([C@H](C)CO)C(=O)CCCn2cc(nn2)CO[C@H]1CN(C)C(=O)Nc1ccc(-c2cccs2)cc1	-1
O=C(CSc1ncccc1C(=O)O)NCCC1=CCCCC1	-1
CC12CC(NC(=S)N1c1ccccc1)c1ccccc1O2 (stereo unspecified)	-9
C[C@H](CO)N1C[C@H](C)[C@@H](CN(C)CC2CCCCC2)Oc2ccc(NC(=O)CCN3CCOCC3)cc2C1=O	-7
Cc1cc(C)c(C)c(S(=O)(=O)NCC(=O)Nc2ccc3c(c2)OCCO3)c1C	3
COc1ccc(-c2nc(CNS(=O)(=O)c3ccccc3F)cs2)cc1	-3
